# D2 antag – antagonizes the human D2 dopamine receptor. HEK293 TREx D2 cells, calcium flux, dopamine EC80. 340,000 compounds, 2% hits. inhibition, % at 10 µM; in the data active = inhibition above about 30%; also: 0% is about no effect
#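 Calcium mobilization kinetics were recorded at 1 s intervals in tetracycline-induced HEK293 T-REx D2 cells, first for 180 s after compound addition and then 180 s after EC80 dopamine.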
# TRHR PAM – allosterically enhances the human TRH receptor; P34981; TRHR cells, fluo-8 calcium fluorescence, EC20 TRH enhancement; enhancement, % at 2 µM; 360,000 compounds, 0.66% hits; in the data active = enhancement above about 30%; also: 0% is about no effect
# Target sequence (P34981 whole entry, looked up): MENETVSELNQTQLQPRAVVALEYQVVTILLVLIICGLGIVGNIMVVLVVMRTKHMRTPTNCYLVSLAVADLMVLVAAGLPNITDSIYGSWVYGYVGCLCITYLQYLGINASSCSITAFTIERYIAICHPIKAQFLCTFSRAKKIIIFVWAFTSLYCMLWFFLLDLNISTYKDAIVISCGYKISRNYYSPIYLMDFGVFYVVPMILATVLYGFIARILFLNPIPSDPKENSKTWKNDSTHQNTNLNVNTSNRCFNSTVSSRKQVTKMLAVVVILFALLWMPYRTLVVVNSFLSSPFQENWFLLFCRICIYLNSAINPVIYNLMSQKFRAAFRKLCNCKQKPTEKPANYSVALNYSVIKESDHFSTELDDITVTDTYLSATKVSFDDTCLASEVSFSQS
#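 TRHR-expressing cells loaded with fluo-8 calcium dye were read kinetically (ex 480/em 530) during compound addition, then stimulated with an EC20 of TRH (10 nM final). Enhancement of the Gq-mediated intracellular calcium response was scored.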
# D1 antagonist – human D1 dopamine receptor antagonism; P21728; HEK293 TREx D1 cells, calcium flux, dopamine EC80; active compounds read low; activity change, negative = inhibition, % at 10 µM; 360,000 compounds, 3.2% hits; in the data active = activity change below about -30%; also: % is scaled to controls: 0 for no effect and ±100 for the full control effect
# Target sequence (P21728 whole entry, looked up): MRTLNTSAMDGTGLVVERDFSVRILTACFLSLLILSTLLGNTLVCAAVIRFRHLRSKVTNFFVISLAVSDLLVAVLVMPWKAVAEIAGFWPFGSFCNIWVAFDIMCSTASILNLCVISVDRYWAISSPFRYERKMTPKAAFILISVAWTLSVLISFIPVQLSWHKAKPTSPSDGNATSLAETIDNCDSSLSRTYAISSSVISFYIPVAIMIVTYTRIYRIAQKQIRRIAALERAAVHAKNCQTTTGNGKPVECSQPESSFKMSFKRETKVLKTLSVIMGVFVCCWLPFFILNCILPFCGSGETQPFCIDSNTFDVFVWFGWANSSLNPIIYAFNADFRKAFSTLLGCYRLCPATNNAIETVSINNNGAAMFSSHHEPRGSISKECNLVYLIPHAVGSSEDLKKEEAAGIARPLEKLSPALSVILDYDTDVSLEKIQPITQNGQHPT
#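 After overnight tetracycline induction at 30 C, force-coupled D1 HEK293 cells took up a no-wash calcium dye at room temperature. Compounds were added and monitored 180 s, and the response to EC80 dopamine was then recorded.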
# RXFP1 agonist – RXFP1 (human) receptor agonism; Q9HBX9; HEK293T-RXFP1 cAMP TR-FRET, 30 min; response scale: percent of porcine relaxin response, buffer zero; Potency, µM (titrated, usually from 57.5 µM), for the others: top-dose activation, actives largely listed as activators; 370,000 compounds, 0.3% hits; active = well fitted activation curve with a large enough effect; inconclusive = small, poorly fitted or top-dose-only effect; also: potency is read from the fitted curve at half-maximal effect; % is scaled to controls: 0 for no effect and ±100 for the full control effect; nearly all actives have a fitted effect of over 60% in size; many of its hits are not listed in these tables
#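 HEK293 cells stably expressing RXFP1, treated 30 min at 37C with compounds plus PDE4 inhibitor Ro 20174; cAMP measured by HTRF TR-FRET. Normalized to buffer and 29 nM porcine relaxin; EC50 by Hill fit.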
# D1 potentiator – potentiators of human D1 dopamine receptor | 360,000 compounds, 0.036% hits | P21728 | HEK293 TREx D1 cells, calcium flux, dopamine EC20 potentiation | potentiation, % at 10 µM; in the data active = potentiation above about 30%; also: 0% is about no effect
# D2 agonist – agonists of human D2 dopamine receptor; AID 485358; activation, % at 2 µM; 340,000 compounds, 0.53% hits; HEK293 T-REx D2 cells, calcium flux agonist mode;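 active = activation over 3 SD above normal in the single-dose calcium agonist read, cut at about 30% in these data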; also: 0% is about no effect
#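 HEK293 Trex D2 cells, tetracycline-induced, o/n 30 C 5% CO2; no-wash Ca dye, RT 30–90 min; 10-cycle baseline, 23 nl cpd added, kinetic Ca read 180 s; agonist hits = positive Ca response.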
# RXFP1 antagonist – blocks the human relaxin receptor RXFP1 | HEK293-RXFP1, relaxin-stimulated cAMP HTRF, 30 min; active compounds read low | activity change, negative = inhibition, % at 57.5 µM | 350,000 compounds, 0.59% hits | AID 1259400;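 active = activity change of -60% or lower, but not beyond a set lower limit; inconclusive = change between -60% and -40%, or beyond the set limit; inactive = change above -40%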; also: % is scaled to controls: 0 for no effect and ±100 for the full control effect
# D2 PAM – D2 dopamine receptor (human) potentiation. P14416. HEK293 T-REx D2, calcium flux, EC20 dopamine potentiation. potentiation, % at 10 µM. 340,000 compounds, 0.34% hits. AID 485347;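 active = potentiation over 3 SD above the plate norm, cut at about 30% in these data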; also: 0% is about no effect
#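 Potentiation of an EC20 dopamine calcium response measured kinetically over 180 s, after a preceding 180 s compound-only read flagging agonists. Cells: inducible Hek293 Trex D2 line, 4000/well, cultured overnight at 30 C before dye loading.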
# D1 ag – activates the human D1 dopamine receptor; P21728; HEK293 T-REx D1 cells, calcium flux, agonist mode; activation, % at 2 µM; 360,000 compounds, 1% hits; AID 504660; in the data active = activation above about 30%; also: 0% is about no effect
#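 Tetracycline-induced HEK293 TREx D1 cells, force-coupled to calcium signalling, were dye-loaded with a no-wash calcium kit. Compound was pin-added after a 10 s baseline. Fluorescence was read kinetically at 1 cycle/s for 180 s, with calcium rises flagged as agonism.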
# Active calls of the source: *; u = inconclusive; x = not tested or not shown; [ ] = another dose, or the depositor's remark. These rows are one share of the data, so the mix of outcomes need not match the whole.
SMILES,D2 antag,TRHR PAM,D1 antagonist,RXFP1 agonist,D1 potentiator,D2 agonist,RXFP1 antagonist,D2 PAM,D1 ag
O=C1c2ccccc2C(O)N1Cc1ccc2c(c1)OCO2 (stereo not drawn),17,-4,-9,2.5%,x,0.6,11,15,21
Cc1ccc(Cl)cc1NC(=O)Nn1cnnc1,8,-5,-1,-0.2%,7,0.6,2,0,1
O=C(O)c1nn(CC(=O)N(C2CCCCC2)C2CCCCC2)c(=O)c2ccccc12,16,-7,-8,3.0%,-3,1.4,-36,-4,2
Cc1cccc2sc(NC(=O)C3=NN(c4ccccc4)C(=O)CC3)nc12,0,2,-1,1.6%,-1,0.0,-3,-7,5
Cc1ccc2nc(NC(=O)c3ccc(OCC4CCCO4)cc3)sc2c1 (stereo not drawn),1,-1,18,8.6%,-2,19,-37,0,10
Cc1ccccc1Cc1c(C)nc2nc(SCC(=O)NC(C)c3ccccc3)nn2c1C (stereo not drawn),x,4,12,1.9%,2,0.7,-22,1,29
COC(=O)c1cc(=O)n2c(sc3ccccc32)c1C#N,-3,-1,-4,1.3%,2,0.7,-2,-5,3
O=C(CNC(=O)C1CCCCC1)Nc1cc(Cl)cc(Cl)c1,6,5,-7,0.5%,-4,-0.5,4,-3,5
COc1ccc(CN(C)CC(=O)NC(=O)Nc2ccccc2F)cc1,-3,8,-24,1.2%,-12,-1.4,5,9,7
CCOc1ccc(NC(=O)C(=O)N/N=C/c2ccccc2F)cc1,-2,-3,-5,-0.8%,1,-0.6,-5,5,1
COc1ccc(CN2CCNC(=O)C2CC(=O)NCc2cc(C)n(C)n2)c(F)c1 (stereo not drawn),3,3,11,-0.1%,2,2.5,-5,-3,5
CC1CC(C)(C)Nc2ccc(N=O)cc21 (stereo not drawn),-14,11,-45*,-0.2%,-4,-0.7,-8,13,2
COC(=O)c1cc(S(=O)(=O)N2CCCCC2C)c[nH]1 (stereo not drawn),3,-2,-1,-4.9%,-3,0.4,6,-1,2
O=C(c1ccccc1F)N1CCN(Cc2cccc(Cl)c2)CC1,-11,-3,-1,0.6%,5,6.4,-16,-6,2
NC(=O)c1cc(-c2ccccc2)nc2ccc(Br)cc12,-10,-1,11,-101%[inhibitor],1,0.6,-1,7,5
CCN(CC)c1cc(C)c2cc(NC(=O)c3cccc(OC)c3OC)ccc2n1,x,-13,-15,4.6%,0,-0.3,x,0,4
COC(=O)c1ccc(NC(=O)CSc2nnc(Cc3cccn3C)n2-c2ccc(F)cc2)cc1,-6,2,-2,-0.3%,1,2.0,-27,-3,-1
C#CCCOC(=O)N1C2=NC(C(=O)OC)=C(C(=O)OC)[C@@H]3N(CC=C)c4ccccc4[C@]23C[C@H]1C(=O)OC,-1,4,7,1.9%,1,0.1,x,11,7
Cc1ccc(C(=O)COC(=O)COc2ccccc2[N+](=O)[O-])s1,x,-1,-15,2.4%,-4,x,0,x,0
Cc1nc(/N=C(\N)Nc2ccccc2)nc2ccccc12,23,-6,-11,6.5%,0,-0.1,x,-6,1

# Exported with tabs: entries from further up.
molecule	D2 antag	TRHR PAM	D1 antagonist	RXFP1 agonist	D1 potentiator	D2 agonist	RXFP1 antagonist	D2 PAM	D1 ag
CCOc1ccc(NC(=O)C(=O)N/N=C/c2ccccc2F)cc1	-2	-3	-5	-0.8%	1	-0.6	-5	5	1
COc1ccc(CN2CCNC(=O)C2CC(=O)NCc2cc(C)n(C)n2)c(F)c1 (stereo not drawn)	3	3	11	-0.1%	2	2.5	-5	-3	5
CC1CC(C)(C)Nc2ccc(N=O)cc21 (stereo not drawn)	-14	11	-45*	-0.2%	-4	-0.7	-8	13	2
COC(=O)c1cc(S(=O)(=O)N2CCCCC2C)c[nH]1 (stereo not drawn)	3	-2	-1	-4.9%	-3	0.4	6	-1	2

# Going on with the list:
SMILES,D2 antag,TRHR PAM,D1 antagonist,RXFP1 agonist,D1 potentiator,D2 agonist,RXFP1 antagonist,D2 PAM,D1 ag
NC(=O)c1cc(-c2cccnc2)nc2ccc(Br)cc12,-15,2,7,u,-2,0.4,16,-9,1
Cc1cc2nnc(SC3CCCCN(C(=O)c4ccc(F)cc4)C3=O)n2c2ccccc12 (stereo not drawn),5,9,8,2.7%,0,-0.1,-7,3,3
CCCCC(=O)N1CCN(c2nc3ccc(Br)cc3s2)CC1,x,3,6,-2.0%,-4,x,0,13,16
O=C(COC(=O)c1cncc(Br)c1)NCCC1=CCCCC1,-5,-1,2,-0.3%,-10,0.9,-2,-6,3
CCOc1nc(-c2ccncc2)nc2ccccc12,7,15,-20,0.1%,-1,-0.5,2,-3,0
CC(C)OC(=O)c1ccc(COC(=O)c2cnccn2)cc1,1,8,-24,-0.1%,0,0.1,7,-1,10
O=C(CCc1ccccc1)N1CCCC1,-14,6,4,0.9%,1,0.6,1,-4,2
O=C(COC(=O)c1cc2ccccc2cc1O)NC(=O)NCc1ccco1,-16,-3,0,2.7%,-2,-0.4,-26,5,2
CCOC(=O)c1ccccc1NC(=O)CSc1ccc(-c2sc(C)nc2C)nn1,x,-6,-4,18%,-4,-1.5,-2,-7,3
CC(=O)Nc1ccc(-c2cc(C(=O)O)c3ccccc3n2)cc1,-3,4,6,-1.9%,2,1.2,1,2,5
Cc1noc2ncnc(N3CCCCC3)c12,-5,1,20,6.2%,2,0.9,1,0,9
N#CCNC1CC(=O)N(c2ccc(F)cc2)C1=O (stereo not drawn),17,-4,4,-3.2%,-7,0.9,11,-3,-3
CCOC(=O)C1CCN(Cc2cnc(Oc3ccc(N)cc3)s2)CC1,67*,5,0,1.9%,-1,76*,-13,-31,7
CC(=O)c1c(OC(=O)c2ccccc2Br)ccc2c(C)cc(=O)oc12,6,-1,1,-4.7%,-3,-1.0,4,4,3
O=C(CSc1nnc(CNC(=O)c2cccc(C(F)(F)F)c2)o1)NC1CCCCC1,14,-6,-5,1.2%,-1,-1.2,5,1,1
COc1ccccc1N1CCN(C(=O)/C=C/c2ccco2)CC1,-4,-2,19,-0.3%,-4,-0.2,-4,0,6
COc1ccc(-c2nnn(CC(=O)N(CC3CCCO3)C(C(=O)NC(C)(C)C)c3ccco3)n2)cc1OC (stereo not drawn),-20,-7,-23,4.6%,9,-0.3,-9,-4,4
COc1ccc(C(CNC(=O)COc2ccc(F)cc2Br)N2CCCC2)cc1 (stereo not drawn),1,10,-13,-1.2%,1,-0.7,-9,42*,17
Oc1ccc(/C=N/N=C/c2ccc(O)cc2)cc1,-4,5,-6,0.6%,-7,-1.9,-9,-1,5
Cc1c(CCC(=O)O)c(=O)oc2cc3occ(C(C)(C)C)c3cc12,3,24,-14,2.3%,-4,0.0,-4,2,3

# Seven records picked at random from the list so far:
SMILES,D2 antag,TRHR PAM,D1 antagonist,RXFP1 agonist,D1 potentiator,D2 agonist,RXFP1 antagonist,D2 PAM,D1 ag
COc1ccccc1N1CCN(C(=O)/C=C/c2ccco2)CC1,-4,-2,19,-0.3%,-4,-0.2,-4,0,6
Cc1ccc(C(=O)COC(=O)COc2ccccc2[N+](=O)[O-])s1,x,-1,-15,2.4%,-4,x,0,x,0
COC(=O)c1cc(=O)n2c(sc3ccccc32)c1C#N,-3,-1,-4,1.3%,2,0.7,-2,-5,3
CCOC(=O)c1ccccc1NC(=O)CSc1ccc(-c2sc(C)nc2C)nn1,x,-6,-4,18%,-4,-1.5,-2,-7,3
COC(=O)c1cc(S(=O)(=O)N2CCCCC2C)c[nH]1 (stereo not drawn),3,-2,-1,-4.9%,-3,0.4,6,-1,2
O=C(CNC(=O)C1CCCCC1)Nc1cc(Cl)cc(Cl)c1,6,5,-7,0.5%,-4,-0.5,4,-3,5
O=C(COC(=O)c1cncc(Br)c1)NCCC1=CCCCC1,-5,-1,2,-0.3%,-10,0.9,-2,-6,3

# The results go on:
SMILES,D2 antag,TRHR PAM,D1 antagonist,RXFP1 agonist,D1 potentiator,D2 agonist,RXFP1 antagonist,D2 PAM,D1 ag
COc1ccc(CNC(=O)c2ccc(-c3ccccc3)cc2)cc1,-3,-3,-22,0.2%,-7,0.6,12,-10,3
O=C(CSc1ccc(-c2ccccc2)nn1)N1CCOCC1,7,8,-19,1.9%,-1,-0.8,4,23,1
CC(C)CCn1cnc2c1c(=O)n(CC(=O)NC(N)=O)c(=O)n2Cc1ccccc1,0,2,-6,-0.3%,-7,-0.3,0,-1,1
O=C(NCC(c1ccco1)N1CCN(c2ccccc2F)CC1)C(=O)NC1CC1 (stereo not drawn),33*,1,-8,0.6%,0,23,-5,-1,1
CC(=O)Cc1nsc(NC(=O)c2ccc(COc3ccccc3Cl)o2)n1,-1,-7,5,-0.7%,4,-2.7,-11,x,6
Cc1c(OCC(=O)N[C@@H](Cc2c[nH]c3ccccc23)C(=O)O)ccc2c1oc(=O)c1ccccc12,13,-14,-9,3.1%,0,0.4,x,11,2
COCCCN(C(=S)NC(=O)C12CC3CC(CC(C3)C1)C2)c1c(N)n(Cc2ccccc2)c(=O)[nH]c1=O,-2,-4,12,0.7%,-4,0.5,-13,2,3
CCc1ccc(CNC(=O)c2ccc3c(c2)c(C)c(C)n3Cc2ccccc2)cc1,x,-3,-2,-1.4%,-5,0.3,-2,-1,3
CC(=O)Nc1ccc(NC(=O)CNC(=O)c2cccc(C)c2)cc1,3,1,12,-0.1%,-2,-3.0,11,x,2
Cc1[nH]n(C2=NCCS2)c(=O)c1N=Nc1ccccc1,12,1,1,1.2%,-3,0.8,2,19,1
COC(=O)Cc1cc(=O)[nH]c(/N=C(\N)Nc2ccc(C)cc2)n1,20,2,-30,-1.6%,-2,1.5,25,-9,1
CN(Cc1ccc(F)cc1)C(=O)c1ccc2c(c1)NC(=O)CS2,-2,0,14,-0.1%,2,-0.8,4,0,0
O=C(CN1CCN(Cc2ccccc2Cl)C1=O)NCc1cccnc1,x,-1,-2,-0.4%,-2,x,0,x,1
Cc1ccc(S(=O)(=O)C(C#N)c2nc3ccccc3nc2OC(C)C)cc1 (stereo not drawn),-13,0,-1,0.1%,9,-2.7,1,0,-3
COC(=O)C(O)(CC(=O)Nc1ccc(Cl)cc1Cl)C(F)(F)F (stereo not drawn),-4,0,10,2.0%,-5,0.1,-6,1,0
CN(C)C1CCN(C(=O)c2cccc(OC3CCN(S(=O)(=O)N(C)C)CC3)c2)C1 (stereo not drawn),9,-3,-5,2.7%,-1,0.9,-12,-2,3

# Screening data as filed in PubChem.
